# Screens as filed in PubChem.
# tim10-1 inh: growth inhibitors of tim10-1 mutant yeast, primary screen, luminescence, uHTS. S. cerevisiae tim10-1 ts strain growth, BacTiter-Glo, 24 h. inhibition, % at 20 µM. 330,000 tested, 2.2% active. AID 463190, 2010;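 active = inhibition of at least 40%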;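 also: mutant grown at 25 °C; 0% = DMSO wells with yeast and 100% = wells holding no yeast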
# Mdm2-MdmX inh: inhibitors of human Mdm2-MdmX association, primary screen, cell-based, luminescence, split luciferase, SaOS-2, uHTS | Protein Mdm4 (Homo sapiens) + E3 ubiquitin-protein ligase Mdm2 (Homo sapiens), … | SaOS-2 split-luciferase Mdm2/MdmX complementation | inhibition, % at 8 µM | 330,000 tested, 3% active;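 active = inhibition of at least 50% at 8 µM in the primary screen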
# UPR XBP1 act: activators of adaptive XBP1 UPR arm, primary screen, cell-based, CHO-XBP1 luciferase reporter, luminescence, uHTS. IRE1-XBP1 UPR activation; percent of tunicamycin response, DMSO as zero. activation, % at 20 µM. 330,000 tested, 0.33% active. AID 463104, 2010;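 active = versus positive control, 20 µM dose yields 30% or more activation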;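 also: 100% = tunicamycin at 10 µg/mL and 0% = DMSO only wells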
#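 Material – CHO cell line with stable XBP1 luciferase reporter · Buffer or medium – F12 plus 10% FBS · Compound – single point, 20 µM final compound, 1% DMSO · Schedule – 16-18 h cell attachment at 37 °C, then 6 h compound exposure · Signal – Steady-Glo luminescence read · Benchmarks – high control tunicamycin 10 µg/mL final, low control DMSO vehicle only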
# TIM10 inh: growth inhibitors of isogenic TIM10 control yeast, primary screen, counter-screen for tim10-1 yeast inhibitor project, luminescence, uHTS; S. cerevisiae TIM10 strain growth, BacTiter-Glo luminescence, 24 h; inhibition, % at 10 µM; 330,000 tested, 1.4% active; AID 463195, 2010;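 active = inhibition of 40% or more at the single tested concentration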;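 also: wild-type TIM10 isogenic control strain grown at permissive 25 °C; 0% = DMSO yeast wells and 100% = minimal medium wells without yeast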
# tim23-1 inh: growth inhibitors of tim23-1 mutant yeast, primary screen, luminescence, uHTS. S. cerevisiae tim23-1 growth, BacTiter-Glo luminescence, 24 h. inhibition, % at 20 µM. 330,000 tested, 1.3% active;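 active = growth inhibition of the mutant yeast at or above 50%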;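 also: temperature-sensitive mutant grown at 25 °C; plate controls were DMSO-treated mutant yeast for no effect and medium wells lacking yeast for full effect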
# CXCR6 block: CXCR6 receptor inhibitors, primary screen, cell-based, beta-arrestin, luminescence, CHO-K1 PathHunter, 1536-well; AID 602244, 2012; inhibition, % at 20 µM; C-X-C chemokine receptor type 6 (Homo sapiens), O00574; 360,000 tested, 0.36% active; in the data active = inhibition above about 34%, passing the limit was not always enough;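 also: antagonist mode with CXCL16 agonist at 10 nM final; 0% = 10 nM CXCL16 with DMSO and 100% = unstimulated wells without agonist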
# Target sequence (O00574 whole entry, looked up): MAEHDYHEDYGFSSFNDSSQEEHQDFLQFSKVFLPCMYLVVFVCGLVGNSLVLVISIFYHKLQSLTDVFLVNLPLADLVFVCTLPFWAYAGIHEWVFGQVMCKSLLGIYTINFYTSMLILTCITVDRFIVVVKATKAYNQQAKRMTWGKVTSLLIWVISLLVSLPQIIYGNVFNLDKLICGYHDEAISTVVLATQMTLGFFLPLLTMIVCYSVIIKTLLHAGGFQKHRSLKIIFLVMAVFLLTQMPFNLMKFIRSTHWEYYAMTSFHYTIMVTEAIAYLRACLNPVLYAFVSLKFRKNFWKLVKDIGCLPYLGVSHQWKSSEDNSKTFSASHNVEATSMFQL
# CHOP UPR activ: activators of apoptotic CHOP UPR arm, primary screen, cell-based, CHO-CHOP luciferase reporter, luminescence, uHTS; UPR activation; percent of tunicamycin response over DMSO baseline; activation, % at 10 µM; 330,000 tested, 0.34% active;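 active = at 10 µM dose, activation of 40% or more, normalized to positive control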;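 also: 100% = tunicamycin at 10 µg/mL and 0% = DMSO alone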
#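 System: CHO-CHOP luciferase reporter cell line | Buffer or medium: F12 medium containing 10% fetal bovine serum | Doses: One dose, 10 µM in 0.5% DMSO | Times: 6 h compound exposure at 37 °C after overnight seeding | Signal: Luciferase luminescence | Read-out: % activation vs tunicamycin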
# APJ ag: agonists of human apelin receptor APJ, primary screen, CHO-K1 cells, PathHunter beta-arrestin, luminescence | activation, % at 20 µM | 330,000 tested, 0.11% active | AID 2520, 2010 | 0% DMSO wells, 100% apelin | P35414;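 active = activation more than six SD over the plate average, tested at 20 µM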;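 also: 0% = DMSO alone and 100% = apelin-13 at 10 nM; some results filed as inactive read as strong as hits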
# Target sequence (P35414 whole entry, looked up): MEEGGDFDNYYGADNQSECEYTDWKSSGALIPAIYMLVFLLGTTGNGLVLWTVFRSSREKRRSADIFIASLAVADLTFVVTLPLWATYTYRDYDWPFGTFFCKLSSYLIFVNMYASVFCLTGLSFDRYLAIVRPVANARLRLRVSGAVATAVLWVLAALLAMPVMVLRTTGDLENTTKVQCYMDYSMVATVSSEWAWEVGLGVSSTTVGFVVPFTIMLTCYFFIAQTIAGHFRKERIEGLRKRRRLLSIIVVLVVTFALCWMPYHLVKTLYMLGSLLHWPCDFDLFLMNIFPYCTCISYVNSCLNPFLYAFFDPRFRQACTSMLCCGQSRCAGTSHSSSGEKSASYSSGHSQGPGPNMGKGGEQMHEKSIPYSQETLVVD
#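 Assay system – PathHunter CHO-K1 APJ (AGTRL-1) beta-arrestin reporter cells · Compound – one dose, 20 µM compound, 1% DMSO · Timing – compound 90 min 25 °C, reagent 1 h · Measured by – luminescence from split beta-galactosidase complementation, Galacton Star/Emerald II substrate · Measure – beta-arrestin recruitment to APJ as agonist activity, luminescent signal · Benchmarks – DMSO vs Apelin-13 10 nM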
# APJ antagonist: antagonists of human apelin receptor APJ, primary screen, CHO-K1 cells, beta-arrestin complementation, luminescence | P35414 | inhibition, % at 20 µM | 330,000 tested, 0.32% active;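 active = inhibition above about 40% at 20 µM, limit read from the data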;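 also: cells challenged with 10 nM apelin-13 agonist together with compound; plate controls were apelin-13 plus DMSO wells for no effect and DMSO wells lacking apelin-13 for full effect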
# Numbers without * were called inactive. The list is partial; count on the stated rates, not on these rows.
SMILES,tim10-1 inh,Mdm2-MdmX inh,UPR XBP1 act,TIM10 inh,tim23-1 inh,CXCR6 block,CHOP UPR activ,APJ ag,APJ antagonist
O=C(NC1CCN(Cc2ccccc2)CC1)c1ccccc1Cl,-9,-14,-4,-1,-2,4,-1.2,-3,-20
Cc1ccc2c(nc3s/c(=C\c4ccc(-c5ccccc5C(=O)O)o4)c(=O)n32)c1C,46*,-26,1,33,47,14,2.4,-4,1
C[C@@H](NC(=O)c1nc[nH]c1C(=O)N[C@@H](Cc1ccccc1)C(=O)OCc1ccccc1)c1ccccc1,12,32,-2,7,9,-2,0.1,-4,8
CC(=O)N1c2ccc(S(=O)(=O)N3CCC(C(=O)Nc4ccc(F)cc4)CC3)cc2CC1C (stereo unspecified),8,13,-5,6,10,-5,-2.2,0,-18
CC(C)c1cc(N2CCN(C(=O)c3ccco3)CC2)n2c(nc3ccccc32)c1C#N,-13,12,-3,-1,-7,2,-2.9,0,-23
CN1C(C(=O)NCCc2cccs2)CC2Cn3c(nc4cc(Cl)c(Cl)cc43)C21 (stereo unspecified),21,-10,-2,4,28,-13,0.2,1,22
CCC(C(=O)Nc1ccccc1-c1ccccc1)c1ccccc1 (stereo unspecified),31,-38,-2,5,-1,-1,-1.4,-2,-8
Nc1cc(Oc2ccc(F)cc2F)cc([N+](=O)[O-])c1,19,22,0,21,-2,4,2.1,-3,-6
COc1ccccc1N1CCN(C(=O)C2CCN(S(=O)(=O)c3ccc(F)cc3)CC2)CC1,17,7,1,11,20,9,0.3,-2,-4
Cc1ccc(NC(=O)[C@@H]2CCCN2S(=O)(=O)c2ccccc2C(F)(F)F)cc1S(=O)(=O)N1CCOCC1,3,4,0,12,7,1,0.3,-3,-11
Cc1cc(=O)[nH]c(N)n1,-6,18,-1,-8,10,-1,-1.6,-2,2
Cc1nn(Cc2cccc(C(=O)NCC(C)C)c2)c(C)c1Br,10,21,0,11,14,1,0.3,0,9
CC1CCCC(C)N1C(=O)COC(=O)C12CC3CC(CC(Cl)(C3)C1)C2 (stereo unspecified),20,1,-3,21,42,-4,-0.4,-3,0
O=C1/C(=C\c2ccc(Br)o2)Cc2ccccc21,14,7,4,20,27,8,4.6,-1,5
CNS(=O)(=O)c1ccc(Oc2ccc(S(=O)(=O)NC)cc2)cc1,4,8,-5,3,10,-8,0.0,3,1
Cc1cc(C)n2c(SCC(=O)N3CCN(S(=O)(=O)c4ccc(Cl)cc4)CC3)nnc2n1,10,8,-1,6,-3,0,0.8,-2,-3
CC1CCCCN1CCNC(=O)C1CCN(S(=O)(=O)N2CCCCC2)CC1 (stereo unspecified),-6,15,0,5,-2,0,-1.1,3,-1
CCCCN(C(=O)c1oc2ccc(OCC)cc2c1C)c1c(N)n(CCCC)c(=O)[nH]c1=O,-3,16,-5,0,-17,13,0.0,-2,12
CCCNS(=O)(=O)c1ccc(OCC(=O)NCC2CCCO2)cc1 (stereo unspecified),9,15,-2,-1,-7,-4,0.1,0,23
COc1ccccc1/C=C/C(=O)NCC(=O)N/N=C/c1ccc2c(c1)OCO2,35,20,2,25,18,-1,1.2,-1,3
Cc1cccc(NC(=O)c2ccc(S(=O)(=O)N3CCCCC3)cc2)c1,22,38,-7,23,33,0,0.4,1,-5
CN1CC(=O)NC1=NC(=O)C12CC3CC(CC(C3)C1)C2,11,28,-1,12,6,-8,0.2,-4,23
COC(=O)c1cc2c(C)nn(C)c2s1,7,12,-2,9,10,-2,0.7,1,16
CN1CCc2nc3ccc(Cl)cc3c(-c3ccccc3Cl)c2C1,6,34,-5,12,12,7,1.7,-4,5
Cc1cc(C)n2nc(SCc3nnc(-c4cccs4)o3)nc2n1,4,18,0,-18,10,-11,-0.7,-1,-20

# Overlap with the part before: two entries; new compounds follow.
SMILES,tim10-1 inh,Mdm2-MdmX inh,UPR XBP1 act,TIM10 inh,tim23-1 inh,CXCR6 block,CHOP UPR activ,APJ ag,APJ antagonist
CN1CCc2nc3ccc(Cl)cc3c(-c3ccccc3Cl)c2C1,6,34,-5,12,12,7,1.7,-4,5
Cc1cc(C)n2nc(SCc3nnc(-c4cccs4)o3)nc2n1,4,18,0,-18,10,-11,-0.7,-1,-20
CCCN1C(=O)/C(=N\OCC(=O)Nc2ccc(C(C)C)cc2)c2ccccc21,48*,40,-1,14,39,7,0.1,-3,5
COc1ccc(CC(NC(C)=O)C(=O)NC2CCN(S(=O)(=O)c3ccc(NC(C)=O)cc3)CC2)cc1 (stereo unspecified),12,6,-1,-19,9,-2,1.1,-3,-2
O=C(O)[C@H](Cc1ccccc1)NC(=O)N1CCN(c2ccccc2)CC1,10,-3,-2,-3,16,-4,-0.7,-5,-5
Cc1ccc(C(=O)NNC(=O)CNc2cccc(Cl)c2)cc1,-21,3,-2,-21,-14,0,0.9,-1,-7
O=c1c(-c2ccco2)[n+]([O-])c2ccccc2n1OCc1ccccc1,34,-26,0,27,26,7,-1.5,6,-10
CCCCc1ccc(NC(=O)Nc2cnccn2)cc1,3,45,4,3,22,6,5.9,2,5
CCN(CC)C(=O)CSc1nc2ccccc2c(=O)[nH]1,5,-4,1,10,9,-1,-1.0,-3,19
CCOc1ccccc1NC(=O)c1ccc(OCC(=O)N2CCOCC2)c(OC)c1,5,23,-3,4,11,-1,-1.3,-2,2
CC(=O)c1c(C)[nH]c(C(=O)N2CC(C)CC(C)C2)c1C (stereo unspecified),13,24,-3,5,6,16,-1.5,0,3
COc1ccc(OC)c(Nc2nc3nonc3nc2N2CCCC(C)C2)c1 (stereo unspecified),17,-1,2,16,15,-3,0.0,3,12
Cc1noc(C)c1Cn1nc(C(=O)O)c2ccccc2c1=O,-6,6,3,-10,-7,-12,0.3,-9,24
CC(=O)Oc1ccc(-c2cccc(C(=O)O)c2)cc1,-2,6,5,4,1,-4,2.8,-3,9
COc1cc(C)c(Cl)cc1S(=O)(=O)n1ccnc1C,12,-23,-3,15,11,0,0.3,-4,-24
O=C(NC1CCN(C(=O)Nc2ccc(F)cc2)CC1)c1ccccc1F,-14,13,-2,-6,-14,7,-2.5,-2,8
COC(=O)C(C)NS(=O)(=O)c1ccc(NC(C)=O)cc1 (stereo unspecified),-28,-8,0,-8,5,6,0.3,5,-13
Cc1sc2ncnc(NCCCn3ccnc3)c2c1C,1,37,-2,6,2,-2,0.6,0,0
CN(C)c1ccc(NS(=O)(=O)c2cc(Cl)ccc2Cl)cc1,26,2,1,30,32,-16,6.2,-1,-20
O=c1[nH][nH]c(C(F)(F)F)c1C=NCc1cccs1,6,16,5,1,-4,1,-0.7,-3,-1
COc1ccc(CNc2oc(COc3ccc(Cl)cc3)nc2C#N)cc1,17,34,1,11,32,-3,-0.4,1,-13
O=C1CCC/C(=N\NC(=O)c2ccc(NS(=O)(=O)c3ccc(Br)cc3)cc2)C1,11,-9,3,2,4,-1,6.4,1,2
O=C(COC(=O)c1ccc(Cl)nc1)NCCc1ccc(Cl)cc1,5,0,-1,10,12,2,-1.3,-2,-13
COc1ccc(OC)c(NC(=O)CS(=O)(=O)c2ccccc2)c1,9,-2,0,-5,9,0,1.7,-1,-13
Cc1cccc2c1OCC/C2=N\NC(=O)COc1ccccc1Cl,2,-59,0,12,7,-9,5.1,5,-10
O=C(CN1C(=O)NC2(CCCCCC2)C1=O)NCc1ccccc1,-11,23,-2,-11,-9,0,-1.7,-2,2
COc1ccc(NC(=O)CN(C)C(=O)CN2C(=O)C3CCCCC3C2=O)cc1 (stereo unspecified),-5,-2,-2,2,-13,10,2.2,1,5
SMILES,tim10-1 inh,Mdm2-MdmX inh,UPR XBP1 act,TIM10 inh,tim23-1 inh,CXCR6 block,CHOP UPR activ,APJ ag,APJ antagonist
Cc1nn(C(C)C(=O)NCc2ccccc2)c(C)c1[N+](=O)[O-] (stereo unspecified),-5,6,-3,2,28,6,2.2,-4,16
CCOC(=O)C1=C(N)Oc2c(oc(CO)cc2=O)C1c1c(F)cccc1Cl (stereo unspecified),14,30,0,-2,24,-3,0.5,4,-18
Clc1ccc(Nc2ncnc3ccc(Br)cc23)cc1,9,77*,-1,13,38,-7,0.5,0,-7
Cc1ccc(S(=O)(=O)CCc2nnc(NC(=O)C3CCCO3)s2)cc1 (stereo unspecified),23,-18,-2,7,42,5,2.0,-3,19
Cc1cc(C)nc(NS(=O)(=O)c2ccc(N=Cc3c(C)[nH]n(-c4ccccc4)c3=O)cc2)n1,7,-9,-1,4,0,2,1.9,-4,6
O=C1NN=C(c2ccc(Cl)cc2)CC1c1c[nH]c2ccccc12 (stereo unspecified),-1,27,-5,-6,-39,-2,-2.0,-3,11
Oc1ccc(C=NCC2COc3ccccc3O2)cc1 (stereo unspecified),16,-13,5,6,10,4,-1.1,-1,0
O=C1CC(C(=O)Nc2ccc(Cl)cc2)n2ncnc2N1 (stereo unspecified),7,-7,-3,0,20,3,0.5,-5,-7
COc1ccc(/C=c2\sc3nc(-c4ccccc4OC)nn3c2=O)c(OC)c1,18,17,5,-20,0,1,0.3,4,11
COc1ccc(-c2csc(-n3ncc(C(=O)O)c3C(F)(F)F)n2)cc1,14,-34,-1,-8,14,-1,4.7,-4,4
O=C(Cc1cccc(C(F)(F)F)c1)OCN1C(=O)c2ccccc2C1=O,8,-16,-2,3,16,-2,1.4,-2,1
CCN(CC)C(=O)Cn1cc(S(=O)(=O)CC(=O)N2CC(C)OC(C)C2)c2ccccc21 (stereo unspecified),-10,6,-1,0,-1,5,-0.1,2,2
O=C(CCCn1c(SCc2ccccc2F)nc2ccccc2c1=O)NCC1CCCO1 (stereo unspecified),28,18,1,31,7,8,-0.5,-1,12
COc1ccc(CCN2C(=NC(=O)CCC(=O)O)SC3CS(=O)(=O)CC32)cc1OC (stereo unspecified),15,-10,-1,0,4,7,-0.6,-2,-8
N#CCCN1CCN(S(=O)(=O)c2ccc(S(=O)(=O)NCC3CCCO3)cc2)CC1 (stereo unspecified),3,25,-1,9,8,0,-0.9,-4,-6
CCC/C=N/Nc1nnc(Cc2ccccc2)c(=O)[nH]1,1,3,-3,7,5,-2,3.1,1,15
Cc1ccc(OCC(=O)N2CCC(Cc3ccccc3)CC2)c([N+](=O)[O-])n1,5,-9,0,-5,29,-3,-0.3,6,14
Cc1cc(Nc2ncc(Cl)cc2Cl)n[nH]1,23,-15,-2,14,12,1,-0.3,-2,-11
